# Compound activity (PubChem)
# MT1-MMP act inh: blockers of MT1-MMP proenzyme processing, primary screen, HT1080 RFP-PRO-GFP cells, GFP/RFP fluorescence; GFP/RFP ratio fluorescence, overnight; percent of plate control window, DMSO zero; GFP/RFP ratio change, % at 20 µM; actives 0.061% (n = 360,000);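 active = GFP/RFP ratio change of at least 30% with cell ATP level not reduced by more than half and red fluorescence within 50% of control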; also: strong numbers were not always called active
#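 Assay system: RFP-PRO-GFP reporter HT1080 cells; read-out basis: GFP/RFP fluorescence ratio; benchmarks: DMSO wells and RFP-L50D-GFP cells; doses: 20 µM single dose, 1% DMSO; schedule: overnight cell settling, then overnight compound exposure, 37 °C, 5% CO2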
# MsrA act: bovine MsrA enzyme activators, primary screen, biochemical, absorbance, HTS; Methionine sulfoxide reductase A (Bos taurus); purified bovine MsrA, absorbance read-out; activation, % at 10.6 µM; actives 0.3% (n = 360,000); AID 602163, 2012; in the data active = activation above about 7.5%;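 also: 0% = vehicle and 100% = reference activator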
# Rin1-Abl PPI inh: inhibitors of Rin1-Abl protein binding, primary screen, biochemical, TR-FRET | actives 0.4% (n = 360,000) | AID 588664, 2011 | Tyrosine-protein kinase ABL1 (Homo sapiens) + Ras and Rab interactor 1 (Homo sapiens), … | inhibition, % at 7.35 µM; in the data active = inhibition above about 5%, passing the limit was not always enough
# E coli Lon inh: inhibitors of E. coli Lon protease, primary screen, biochemical, fluorescence polarization. purified E. coli Lon protease. inhibition, % at 7.94 µM. actives 0.42% (n = 360,000). AID 602123, 2011; in the data active = inhibition above about 13%, passing the limit was not always enough;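 also: 0% = enzyme with probe and DMSO and 100% = no enzyme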
# Neddylation inh: inhibitors of cullin neddylation, primary screen, biochemical, TR-FRET, uHTS, NAE and Ubc12. NEDD8-conjugating enzyme Ubc12 (Homo sapiens) + NEDD8-activating enzyme E1 regulatory …. calls only at 25 µM. actives 0.58% (n = 360,000); in the data active = inhibition above about 36%
# Target sequence (P61081 whole entry, looked up): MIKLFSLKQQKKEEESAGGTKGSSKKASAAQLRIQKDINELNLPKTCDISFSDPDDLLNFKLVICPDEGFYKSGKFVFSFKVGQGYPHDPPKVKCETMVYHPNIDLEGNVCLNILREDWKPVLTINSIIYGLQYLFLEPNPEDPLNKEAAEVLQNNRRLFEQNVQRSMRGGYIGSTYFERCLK
# Target sequence (Q13564 whole entry, looked up): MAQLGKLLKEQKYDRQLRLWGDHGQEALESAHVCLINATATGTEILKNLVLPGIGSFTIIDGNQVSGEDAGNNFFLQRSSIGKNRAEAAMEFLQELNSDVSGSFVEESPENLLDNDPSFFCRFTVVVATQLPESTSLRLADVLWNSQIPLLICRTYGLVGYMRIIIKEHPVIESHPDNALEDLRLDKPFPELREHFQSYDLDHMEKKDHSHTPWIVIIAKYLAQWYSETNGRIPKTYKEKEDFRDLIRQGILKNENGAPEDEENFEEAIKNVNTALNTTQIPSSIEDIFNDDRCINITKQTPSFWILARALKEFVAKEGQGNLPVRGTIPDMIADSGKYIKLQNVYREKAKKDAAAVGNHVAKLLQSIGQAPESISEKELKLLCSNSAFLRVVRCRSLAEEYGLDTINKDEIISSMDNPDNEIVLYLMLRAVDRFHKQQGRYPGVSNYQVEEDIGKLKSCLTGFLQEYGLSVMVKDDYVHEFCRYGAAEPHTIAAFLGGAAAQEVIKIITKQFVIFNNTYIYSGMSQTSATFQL
# SKN-1 block: suppressors of acrylamide-induced Pgst-4::GFP reporter in worms, primary screen, SKN-1 inhibitor project, whole organism, uHTS, GFP/RFP fluorescence ratio, strain VP596. C. elegans VP596 Pgst-4::GFP/RFP ratio, 24 h. inhibition, % at 21.8 µM. actives 0.49% (n = 360,000);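 active = interference check ratio from 0.5 to 1.5 plus GFP to RFP signal ratio inhibition reaching or exceeding a fixed threshold, cut at about 30% in these data, passing the limit was not always enough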; also: some compounds called inactive have numbers as strong as hits
# PABP1 MLLE inh: inhibitors of PABP1 MLLE–PAM2 peptide binding, primary screen, biochemical, fluorescence polarization, FITC-PAM2, GST-MLLE | Polyadenylate-binding protein 1 (Homo sapiens), P11940 | inhibition, % at 20 µM | actives 0.36% (n = 360,000) | AID 588489, 2011; in the data active = inhibition above about 35%, passing the limit was not always enough;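 also: plate controls were DMSO wells with GST-MLLE for no effect and wells lacking GST-MLLE protein for full effect; some results filed as inactive read as strong as hits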
# CendR NRP1 mod: modulators of CendR peptide binding to NRP-1, primary screen, biochemical, fluorescence polarization, uHTS; AID 602438, 2012; FAM-RPARPAR peptide binding to NRP-1; inhibition, % at 25 µM; Neuropilin-1 (Homo sapiens), O14786; actives 0.85% (n = 360,000);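 active = inhibition or corrected inhibition above about 18%, plus a signal ratio from 0.5 to 1.5, limit read from the data, passing the limit was not always enough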; also: strong numbers were not always called active
# FAS-TE inh: FAS thioesterase domain inhibitors, primary screen, biochemical, fluorescence intensity, uHTS. recombinant FAS-TE, OMFH fluorogenic substrate, fluorescence endpoint. Fatty acid synthase (Homo sapiens), P49327. inhibition, % at 15 µM. actives 0.67% (n = 360,000);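 active = compounds whose normalised, plate-corrected inhibition of enzyme fluorescence in the single-dose primary screen is 50% or more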;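 also: 0% = DMSO with enzyme and 100% = substrate without enzyme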
# The depositor's hits bear a star; i = inactive; · = not tested or not shown. An unsorted share of the library, and some 4% of all compounds hit somewhere here.
SMILES,MT1-MMP act inh,MsrA act,Rin1-Abl PPI inh,E coli Lon inh,Neddylation inh,SKN-1 block,PABP1 MLLE inh,CendR NRP1 mod,FAS-TE inh
CC(C)Oc1ccc(C(CC(=O)N2CCOCC2)C(C)C)cc1 (centres undefined),-1,-4,2,6,i,6,10,9,-2
FC(F)(F)c1nc2ccccc2n2c(-c3c(Cl)cccc3Cl)nnc12,6,-1,0,-6,i,23,1,3,-8
COc1cccc2cc(C(=O)N3CCN(C/C=C/c4ccccc4)CC3)c(=O)oc12,-3,-10,0,-2,i,16,3,-2,-7
COc1ccccc1N(CC(O)Cn1ccnc1C)S(=O)(=O)c1ccccc1 (centres undefined),-2,-3,3,-5,i,13,0,9,-7
CN(C1CCCCC1)S(=O)(=O)c1ccc2c(c1)CCC(=O)N2,-1,4,3,-10,i,3,-4,13,-4
COc1ccc(C2C=C(c3ccccc3)Nc3nnnn32)cc1 (centres undefined),-23,-5,1,4,·,8,9,6,-6
N#CCc1c(C#N)c(N)nc(N2CCCC(CO)C2)c1C#N (centres undefined),2,2,-1,-2,i,-9,-12,-3,-8
CC(C)(c1ccccc1)c1ccc(OCC(O)CNC2CCN(Cc3ccccc3)CC2)cc1 (centres undefined),-41,-1,0,3,i,4,0,8,-16
O=C(COc1ccccc1)N=C1SC2CS(=O)(=O)CC2N1c1ccc(F)cc1F (centres undefined),-3,-2,3,-4,i,2,-10,1,3
COc1ccccc1C(=O)NNC(=O)c1csc(N2CCOCC2)n1,-2,-1,-3,1,i,5,13,-6,0
O=C(OCC(=O)N1N=C(c2ccc(Cl)cc2)CC1c1ccco1)c1cccnc1 (centres undefined),1,-13,-1,-25,i,22,-43,-57,12
COCCn1c(SCC(=O)NNC(=O)c2ccc(OC)c(OC)c2)nc2ccccc2c1=O,9,-1,0,-1,i,-3,-41,-7,-4
COc1ccccc1C1SCCN1S(=O)(=O)c1ccccc1 (centres undefined),-1,1,-5,2,i,-8,14,16,6
CCCCOC(=O)C(C)Nc1n[nH]c(=O)[nH]c1=O (centres undefined),3,1,1,-2,i,19,8,-3,-11
COc1ccccc1N(C)S(=O)(=O)c1ccc(C(=O)Nc2nnc(C)s2)cc1,5,-9,3,1,i,-11,3,-5,-5

# One compound at a time, from the list above. Order of values: MT1-MMP act inh | MsrA act | Rin1-Abl PPI inh | E coli Lon inh | Neddylation inh | SKN-1 block | PABP1 MLLE inh | CendR NRP1 mod | FAS-TE inh
# COc1ccccc1N(C)S(=O)(=O)c1ccc(C(=O)Nc2nnc(C)s2)cc1 reads 5 | -9 | 3 | 1 | i | -11 | 3 | -5 | -5
# CC(C)Oc1ccc(C(CC(=O)N2CCOCC2)C(C)C)cc1 (centres undefined) reads -1 | -4 | 2 | 6 | i | 6 | 10 | 9 | -2
# COc1ccccc1C1SCCN1S(=O)(=O)c1ccccc1 (centres undefined) reads -1 | 1 | -5 | 2 | i | -8 | 14 | 16 | 6
# COc1ccccc1C(=O)NNC(=O)c1csc(N2CCOCC2)n1 reads -2 | -1 | -3 | 1 | i | 5 | 13 | -6 | 0
# COCCn1c(SCC(=O)NNC(=O)c2ccc(OC)c(OC)c2)nc2ccccc2c1=O reads 9 | -1 | 0 | -1 | i | -3 | -41 | -7 | -4

# (listing goes on)
SMILES,MT1-MMP act inh,MsrA act,Rin1-Abl PPI inh,E coli Lon inh,Neddylation inh,SKN-1 block,PABP1 MLLE inh,CendR NRP1 mod,FAS-TE inh
NC(=O)C1CCN(c2nc(-c3ccc4occc(=O)c4c3)cs2)CC1,8,-2,4,2,i,3,15,25*,-13
c1ccc(OCc2nn3c(-c4n[nH]c5c4CCC5)nnc3s2)cc1,3,-9,2,-15,i,9,-82,4,-14
CCOC(=O)c1c(N)c2cc([N+](=O)[O-])ccc2n1C,9,-2,-7,-9,i,-5,-10,8,-1
Cc1csc(SCC(=O)Nc2ccc(S(=O)(=O)N3CCCC3)cc2)n1,3,-2,1,4,i,8,10,2,-1
CCOC(=O)C1=C(CS(=O)(=O)c2ccccc2)NC(=O)NC1c1ccccc1OC (centres undefined),-3,-2,-9,4,i,8,-4,-2,-6
Cn1c(=O)c2[nH]c(CNCc3ccccc3Cl)nc2n(C)c1=O,-9,-3,1,-5,i,2,-11,-25,-3
CC(C)(C)C(=O)CN1C(=O)NC(c2ccccc2)(c2ccccc2)C1=O,-2,-1,3,1,i,7,-8,5,6
O=S1(=O)CCC(n2ncc3c2/C(=C/c2ccccc2)CC3)C1 (centres undefined),1,0,-1,2,i,2,3,13,2
CCOc1cccc(Oc2ncccc2C(=O)/C(C#N)=C/N(C)C)c1,-1,-5,2,1,i,-6,4,-10,-7
CCOc1ccc(C(=O)NCCCN(CC)CC)cc1,8,-2,1,-10,i,2,-8,-5,-11
CCCOC(=O)c1c(NC(=O)C2CCCO2)sc(C(=O)OC)c1C (centres undefined),-6,-6,1,-3,i,-2,45*,8,15
COC(=O)c1cc(/C=C/c2ccccc2)[nH]n1,0,-1,-5,10,i,4,2,-2,-1
COc1cc(C(=O)NCC(c2cccs2)N2CCc3ccccc32)cc(OC)c1OC (centres undefined),3,-1,4,-2,i,1,-13,10,13
O=C(NCc1ccc(N2CCCC2=O)cc1)c1cn(Cc2ccccc2)nn1,-3,-9,0,-8,i,-14,-23,-7,-10
O=S(=O)(c1c(F)cccc1F)C1CCN(S(=O)(=O)c2ccc3c(c2)OCCO3)CC1,-3,0,2,0,i,9,2,6,20
Cn1c(C=O)c(C#CC(C)(C)O)c2ccccc21,3,0,-2,4,i,11,-51,-1,-6
CCCN(CCC)c1c([N+](=O)[O-])c(=O)oc2ccccc12,-1,-7,0,2,i,6,-10,-1,3
CC1(C)Cc2cccc(OCC(=O)Nc3ccccc3F)c2O1,4,-1,2,-16,i,-2,10,7,1
Cc1c(Cl)cccc1NC(=O)CN1CCC(NC(=O)C2CCCCC2)CC1,5,3,3,-6,i,14,-1,0,-4
C[C@@H](NC(=O)[C@@H]1Cc2ccccc2CN1C(=O)OC(C)(C)C)C(=O)NCC1CCCO1 (some centres undefined),-1,-2,-1,1,i,-6,5,5,-4
C=C1C(=O)C23C(O)C1CCC2C12COC3(O)C(O)C1C(C)(C)CCC2O (centres undefined),3,-18,2,-2,i,-5,12,-6,-8
CCc1cccc2c(C#N)cn(CCOc3ccccc3OC)c12,-4,-2,2,-4,i,2,7,4,29
CCCNc1nc(Cl)nc(NC(C)(C)C)n1,-2,0,-1,-2,i,1,3,11,0
Cc1cc(/C=C(\C#N)C(=O)OCC(=O)N(C)c2c(N)n(Cc3ccccc3)c(=O)[nH]c2=O)c(C)n1CC(C)C,1,1,-3,-2,i,14,-43,-40,0
CCN=C1NN=C(c2ccc(C)cc2)CS1,-5,-11,-2,-21,i,8,-42,-40,-31
CC(=O)N=c1ncn(CC(COC(C)=O)OC(C)=O)c2nc[nH]c12 (centres undefined),-4,2,1,4,i,-10,-5,-5,-3
CC(=O)c1ccc(S(=O)(=O)Nc2ccc(-c3cn4c(n3)SCC4)cc2)cc1,1,-7,3,6,i,10,5,-9,-2
CSc1nc(N)n2nc(-c3ccccc3)cc2n1,0,-2,1,-1,i,16,-10,4,2
COc1ccc([C@H]2CC(=O)C=C(c3ccc(CNC(=O)OC(C)(C)C)cc3)C2)cc1,0,-4,0,7,i,15,-11,-6,25
O=C(c1ccoc1)N1CCCC(N2CCN(c3cccc(Cl)c3)CC2)C1 (centres undefined),2,-1,-2,11,i,14,-4,-6,-2
CCOC(=O)c1ccccc1NC(=O)CN1CCC(n2nnc3cc(C(F)(F)F)ccc32)CC1,1,-4,-1,5,i,10,-2,-3,11
CCOC(=O)c1ccccc1NC(=O)CSc1nnc(C)c(=O)[nH]1,2,-6,4,-1,i,-10,13,11,-2
N#Cc1ccc(OCc2nnc3n2CCCCC3)cc1,-8,-9,-3,0,i,6,15,-2,-12
Cc1cc(CNC(=O)C2CCC(=O)N(Cc3ccccc3F)C2)on1 (centres undefined),0,-1,0,-12,i,8,8,16,-4
Cc1cn(C2CCCO2)c(=O)nc1N (centres undefined),3,-2,-3,-4,i,15,10,-13,-2
Cn1cnnc1SCC(=O)Nc1sc2c(c1C(N)=O)CCC2,-21,-4,-1,-23,i,-3,3,-75,-2
O=C(NCCc1c[nH]c2ccccc12)C(=O)NCC(c1ccco1)N1CCN(c2ccccc2F)CC1 (centres undefined),7,-2,-1,5,i,5,-10,-7,0
O=C(Oc1cccc(C(=S)N2CCOCC2)c1)c1cccc([N+](=O)[O-])c1,1,-4,1,-2,i,-3,10,1,37
CCCCCC/C=C/c1ccc([C@H]2[C@H]3C=CC[C@@H](C)[C@@H]3C(=O)N2Cc2ccccc2)c(F)c1,-2,0,5,-12,i,-2,3,17,20
CCOC(=O)c1cnn(-c2ncnc3c2oc2ccccc23)c1N,1,0,-5,5,i,-8,-10,-3,8
Cc1ccc(C(=O)OCC(=O)N2CC(=O)Nc3ccccc32)s1,-3,1,3,-8,i,31,-5,-8,-2
COC(=O)N(C)C[C@H]1OCc2cn(nn2)CCCC(=O)N([C@@H](C)CO)C[C@@H]1C,2,-1,-2,0,i,5,17,-1,-12
O=C1NC[C@H](Cc2ccccc2)N(C[C@H]2CCCN2C[C@H](Cc2ccccc2)N2C[C@H](Cc3ccccc3)N(CCc3ccccc3)C(=O)C2=O)C1=O,-2,2,-2,4,i,5,11,-28,16
COc1ccccc1NS(=O)(=O)c1ccc(C)c(C(N)=O)c1,3,-2,-3,-1,i,-19,-8,-3,-7
O=C(Nc1ccccc1)c1ccc(NCCc2ccccc2)c([N+](=O)[O-])c1,-26,-8,2,-10,i,-12,-99,133,-32
O=C(c1cc(Br)ccc1Cl)N1CCN(c2ccccn2)CC1,1,-3,0,-8,i,2,-5,4,0
CCOC(=O)c1c(/N=C/c2ccc(C)cc2O)sc2c1CCC2,4,-14,-1,-6,i,-11,17,18,-1
O=C(CNC(=O)c1ccco1)NNC(=O)c1cccc(Cl)c1,-9,-2,2,-9,i,-14,9,-7,-8
CCOc1ccc(NC(=O)C2CC(=O)N(c3ccccc3F)C2)cc1 (centres undefined),3,-6,0,-10,i,-10,9,-6,-1
CC(C)NC(=O)CSc1nc2ccccc2n1-c1ccccc1,-3,0,-1,-9,i,11,-8,6,-3
O=C(C1CCN(S(=O)(=O)c2cnc[nH]2)CC1)N1CCN(c2ncccn2)CC1,5,-3,-2,10,i,15,-2,9,-7
O=C(c1ccco1)N1CCN(C(=O)c2[nH]c(C(F)(F)F)nc2-c2ccccc2)CC1,1,2,1,-12,i,-9,0,7,-6
COC(=O)c1cn(-c2ccccc2)nc1C(=O)OC,-1,-7,-4,-2,i,-32,-4,-7,-10
CC12CCC(=O)N1C(C(=O)NCCc1ccc(S(N)(=O)=O)cc1)CS2 (centres undefined),-1,-5,2,-1,i,1,18,11,-8
O/N=C1/CC/C(=N\O)c2nn(-c3ccccc3)nc21,-3,-3,1,4,i,12,1,9,-11
O=C1N[C@@H](Cc2ccccc2)C(=O)N2CCCC12 (some centres undefined),5,-1,1,-5,i,4,-6,-9,-12
CCC(=O)Nc1ccc(NC(=O)CCc2ccccc2)cn1,4,-2,1,-6,i,-2,2,22,-4
